# Screening data deposited in PubChem BioAssay by several laboratories.
# CDK5 inh: CDK5/p35 (human) kinase inhibition; Q00535+Q15078; Recombinant CDK5/p35, ADP-Glo luminescence, 60 min; inhibition, % at 10 µM; actives 0.01% (n = 330,000); AID 488839;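 active = highest replicate inhibition of at least 50% and at least 75% of replicates reaching 50%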;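 note: plate controls were DMSO neutral control for no effect and GW8510 at 10 µM for full effect; many of its hits are not listed in these tables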
# Target sequence (Q00535 whole entry, looked up): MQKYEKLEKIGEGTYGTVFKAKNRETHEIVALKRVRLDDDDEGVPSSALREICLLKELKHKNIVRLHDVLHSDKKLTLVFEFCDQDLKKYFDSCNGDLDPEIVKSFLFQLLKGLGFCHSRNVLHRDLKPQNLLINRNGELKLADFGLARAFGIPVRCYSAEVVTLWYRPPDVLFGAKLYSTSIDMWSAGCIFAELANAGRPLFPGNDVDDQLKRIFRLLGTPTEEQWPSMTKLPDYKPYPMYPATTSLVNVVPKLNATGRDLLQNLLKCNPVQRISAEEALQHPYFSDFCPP
# Target sequence (Q15078 whole entry, looked up): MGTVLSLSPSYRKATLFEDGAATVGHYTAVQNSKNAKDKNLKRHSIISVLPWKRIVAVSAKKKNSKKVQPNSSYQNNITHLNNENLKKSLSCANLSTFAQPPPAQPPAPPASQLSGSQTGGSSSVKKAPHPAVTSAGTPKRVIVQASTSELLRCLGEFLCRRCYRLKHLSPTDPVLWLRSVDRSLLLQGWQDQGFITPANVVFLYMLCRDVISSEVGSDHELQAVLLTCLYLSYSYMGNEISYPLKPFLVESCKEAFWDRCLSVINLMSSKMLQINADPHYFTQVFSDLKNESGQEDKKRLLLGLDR
# PKA-R1A activ: activators of PKA-R1A complex; P00514+P68181; PKA-R1A dissociation, Cy5-IP20 fluorescence polarization; scaled: DMSO 0%, 113 µM cGMP 100%; activation, % at 11.4 µM; actives 0.083% (n = 340,000); AID 504707;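 active = percent activation above the mean of all tested compounds plus 3 SD, cut at about 19% in these data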;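 note: higher means more PKAc released from R1A so a rise in polarization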
# PKA-R2B act: activators of human PKA-R2B complex. P22694+P31323. PKA-R2B holoenzyme dissociation, Cy5-IP20 fluorescence polarization; R2B truncated from residue 108, S112A mutant; 0% DMSO only, 100% 113 µM cGMP. activation, % at 11.4 µM. actives 0.079% (n = 340,000);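 active = activation above a cutoff set at the mean over all compounds plus 3 SD, cut at about 18% in these data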;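 note: higher means more holoenzyme dissociation and a rise in polarization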
# DAGLB inh: blocks human DAGLB lipase activity; Q8NCG7; HEK293T DAGLB membrane lysate, EnzChek fluorogenic substrate; inhibition, % at 5.17 µM; actives 0.059% (n = 340,000); in the data active = inhibition above about 34%;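 note: 0% = enzyme with vehicle and 100% = wells lacking enzyme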
# HTR5A ag ctr: counter-screen for OPRM1-OPRD1 agonists: human HTR5A agonism; HTR5A agonist assay, luminescence, cell-based; actives 0.61% (n = 340,000); AID 504692; activation, % at 9.3 µM; P47898; in the data active = activation mostly above about 9.5%, no sharp cut-off; inactive = mostly below about 7.6%;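 note: 0% = cells with vehicle only and 100% = reference agonist; strong numbers were not always called active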
# Target sequence (P47898 whole entry, looked up): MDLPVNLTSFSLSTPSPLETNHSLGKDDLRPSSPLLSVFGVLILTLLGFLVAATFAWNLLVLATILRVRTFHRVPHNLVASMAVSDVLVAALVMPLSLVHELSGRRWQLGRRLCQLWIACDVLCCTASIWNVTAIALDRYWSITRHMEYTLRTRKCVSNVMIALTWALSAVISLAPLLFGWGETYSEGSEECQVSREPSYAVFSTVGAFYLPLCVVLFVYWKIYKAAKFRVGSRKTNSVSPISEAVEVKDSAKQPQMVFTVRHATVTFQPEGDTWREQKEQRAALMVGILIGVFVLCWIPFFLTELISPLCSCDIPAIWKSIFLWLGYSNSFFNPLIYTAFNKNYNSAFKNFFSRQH
# AddAB inh: less growth of phage-infected E. coli with AddAB; E. coli expressing H. pylori AddAB, absorbance growth; inhibition, % at 11.9 µM; actives 0.29% (n = 330,000); AID 435030; in the data active = inhibition above about 12%;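 note: 0% = vehicle wells of infected cells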
# HTR5A inv ag: inverse agonist of human HTR5A in OPRM1-OPRD1 counter-screen; P47898; HTR5A cell line, luminescence, inverse agonism; inhibition, % at 9.3 µM; actives 0.083% (n = 340,000); AID 504634; in the data active = inhibition mostly above about 23%, no sharp cut-off; inactive = mostly below about 18%;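 note: 0% = cells with DMSO and 100% = no-cell wells with DMSO; some compounds called inactive have numbers as strong as hits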
# phage Ecoli inh: E. coli growth loss with phage present; growth absorbance; inhibition, % at 11.9 µM; actives 0.26% (n = 360,000); AID 651602; in the data active = inhibition above about 11%
# Ecoli viability: counter-screen for AddAB inhibitors: E. coli growth inhibition; E. coli V3065 growth, OD600 absorbance, 18 h; inhibition, % at 11.9 µM; actives 0.27% (n = 330,000); AID 449728;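 active = inhibition above the campaign's mean inhibition across all tested compounds plus 3 SD, cut at about 9.9% in these data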;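 note: uninfected addAB+ strain grown without phage in ampicillin broth; 0% = DMSO wells and 100% = ciprofloxacin 0.95 µg/ml wells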
# SUMO Mot1 rescue: SUMOylation pathway inhibition by Mot1-301 growth rescue; S. cerevisiae Mot1-301 growth rescue, ATP luminescence, 38.5C; percent above DMSO median, 100 means doubled; growth rescue, % at 18.8 µM; actives 1% (n = 320,000);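 active = every valid replicate shows activation above 250% relative to neutral control wells; inactive = the rest, any valid replicate at or below 250%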;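 note: OY570 slx delta 5 strain wells were the positive control but not used for scaling; some compounds called inactive have numbers as strong as hits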
# Tat export inh: blocks Tat-dependent protein export in E. coli; E. coli MC4100 TorA-mCherry Tat export, fluorescence; inhibition, % at 10 µM; actives 0.036% (n = 340,000);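 active = mean replicate inhibition at least 50% and at least half of replicates individually reaching 50%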;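 note: exported cargo escapes ClpAP degradation while cytoplasmic cargo is degraded and loses fluorescence; 0% = median of neutral control wells and 100% = median of NaSCN control wells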
# The depositor's hits bear a star; . = not tested or not shown. An unsorted share of the library; about 2.3% have a hit in one of these screens.
SMILES,CDK5 inh,PKA-R1A activ,PKA-R2B act,DAGLB inh,HTR5A ag ctr,AddAB inh,HTR5A inv ag,phage Ecoli inh,Ecoli viability,SUMO Mot1 rescue,Tat export inh
CCCOc1ccc(C2=NNC(c3cccs3)=Nc3ccc(OC)cc32)cc1,0.4,-6,-3,-5,2,0.0,-7,3.5,0.8,100,-1
CC1Sc2ccc(S(=O)(=O)N3CCC(C(=O)N4CCN(C)CC4)CC3)cc2NC1=O (stereo unspecified),1.1,-6,-4,-1,2,3.6,13,1.7,-1.4,-4,6
CCOc1ccc(N(C)S(=O)(=O)c2ccc(C)c(C(=O)Nc3nnc(C4CC4)s3)c2)cc1,-1.4,14,4,0,-11,0.3,27,-2.5,0.7,10,-4
COc1ccc(NC(=O)CSc2nc(N)c(NC(=O)c3ccccc3F)c(=O)[nH]2)cc1,0.0,-7,2,1,-1,3.7,0,2.5,-2.4,-1,-3
O=C(O)c1cc(-c2cccs2)nn1-c1ccc(F)cc1,-1.9,-18,-3,3,-5,-1.9,15,2.6,-0.5,2,2
O=C(Nc1cccc(C(=O)N2CCCC2)c1)C1CCC1,1.0,-1,2,-3,-4,.,14,2.8,.,.,10
O=C(NNS(=O)(=O)c1ccc2ccccc2c1)c1cc(-c2ccccn2)nc2ccccc12,0.5,5,-4,2,0,0.3,-7,1.8,-0.3,36,0
COc1ccc(OCCOc2ccc(C)nc2[N+](=O)[O-])cc1,-1.8,4,-2,-1,2,3.2,12,1.2,1.1,212,-6
O=C(CSc1ccc2c(c1)OCCO2)Nc1ncccc1O,-2.1,5,-9,-1,-4,-2.4,9,6.7,-4.5,-9,1
O=C(O)C(=Cc1cccc([N+](=O)[O-])c1)c1ccc(Cl)cc1,-0.1,-2,0,6,-2,.,8,-2.4,.,.,2
C/C(=N/OCc1ccc(Br)cc1)c1ccccn1,1.2,0,-1,-11,1,-1.0,-3,1.9,0.3,-16,-4
CC(=O)c1c(C)[nH]c(C(=O)CN2C(=O)NC(C)(c3ccc(C)cc3)C2=O)c1C (stereo unspecified),6.7,-8,-2,-1,1,-0.9,-25,2.7,0.9,45,-8
Cc1ccc(NC(=S)Nc2ccc(S(=O)(=O)Nc3ncccn3)cc2)c(C)c1,0.8,-2,-4,1,4,3.5,15,5.0,3.4,-4,-1
Cc1c(C=O)c2ccccn2c1C(=O)c1ccc(F)cc1,0.0,-4,-6,-2,0,-2.6,0,1.0,-1.1,-5,-2
Cc1ccc(CN2C(=O)C(C)(C)Oc3ccc(C(=O)N4CCCCC4)cc32)cc1,-2.0,4,-2,-1,0,-1.6,1,0.0,-0.6,-3,-2
O=C(NN1C(=O)/C(=C/c2ccc(O)cc2)SC1=S)c1cccc(O)c1,1.3,0,-5,1,-6,3.8,22,4.4,2.5,-6,6
CCN(CC)c1ccc2cc(NC(=O)CCC(=O)O)c(=O)oc2c1,-1.8,-6,1,-8,8,-1.1,-3,0.2,3.0,-7,6
CCCCNC(=O)O[C@H]1C[C@@H]2CCN3C(=O)CCC(C)(C)[C@H](C1)[C@H]23,-1.5,1,4,-2,6,2.7,-17,1.1,-0.3,5,3
COc1ccc(Cc2nnc(NC(=O)c3cccc(F)c3)s2)cc1OC,1.6,-7,-11,4,-1,0.6,4,0.6,0.7,13,-26
O=C1C2=C(NC(=S)NC2c2ccc(Cl)cc2)NC(c2ccc(Cl)cc2)N1c1ccc(Cl)cc1 (stereo unspecified),0.6,-6,5,7,12,1.6,-31,2.1,-0.1,29,-7
CCN(CC)S(=O)(=O)c1cc(C(=O)OC)ccc1Cl,1.0,-1,-1,-1,0,-1.9,10,2.1,-1.9,118,1
Cc1ccc(Cl)cc1NS(=O)(=O)c1cc2[nH]c(=O)c(=O)[nH]c2cc1C,-0.6,0,-2,2,0,-2.0,10,2.6,-0.1,-7,-3
COc1ccc(C2(CNC(=O)C(=O)Nc3ccc(C)cc3)CCOCC2)cc1,-1.5,13,5,-2,2,0.4,-5,2.8,1.9,-4,-8
CC(C)(C)OC(=O)C[C@H]1C/C=C\C[C@H](CC(=O)NCCO)C(=O)N[C@@H](Cc2ccccc2)COC1=O,-5.1,-4,-5,2,2,1.1,-12,3.3,0.2,11,-10
CC(=O)c1ccc(N2CCN(Cc3nc(Cc4ccccc4)no3)CC2)cc1,-2.5,5,-5,-1,-1,3.3,3,1.9,1.6,11,-2
Cc1ccc(NC(=O)c2ccc(C(C)(C)C)cc2)cc1[N+](=O)[O-],-0.7,1,4,-17,0,1.9,2,1.3,-0.3,7,-1
COc1cccc(NC(=O)CCC(=O)NCc2ccco2)c1,0.1,-1,2,-1,2,1.1,8,0.0,1.3,334,3
CCCn1c(=O)c(-c2ccccc2)c(O)c2ccccc21,-0.6,11,-6,2,1,2.8,-5,2.6,-2.5,-5,4
CCCCCSc1nnc(C)c(=O)[nH]1,0.0,-7,-19,-7,2,2.3,8,.,2.2,-7,-5
Cc1noc(C)c1S(=O)(=O)N1CCC(C(=O)N2CCC(C)CC2)CC1,0.7,1,-6,1,-1,0.2,-59,1.6,0.7,304,-4
O=C(NCCCCc1ccccc1)Nc1ccc(F)cc1F,-1.7,3,-1,-11,2,3.0,-8,0.6,1.9,-21,-2
Cc1nn(C)cc1CN1CCCC(C(=O)c2ccc(-c3ccccc3)c(F)c2)C1 (stereo unspecified),-3.1,-7,-9,0,4,0.5,-2,4.4,-1.1,17,6
COc1ccccc1NC(NC(=O)c1ccco1)C(=O)c1ccccc1 (stereo unspecified),-2.5,-10,4,2,4,-1.5,12,1.8,2.4,839*,-1
COc1ccccc1C(C)NC(=O)c1cc(=O)[nH]c2ccccc12 (stereo unspecified),0.8,-1,-1,-1,-1,3.4,-20,0.8,-0.7,1,-8
FC(F)(F)c1ccc(Sc2nnc(-c3cccs3)n2CC2CCCO2)nc1 (stereo unspecified),-1.0,3,5,0,2,-0.8,-14,2.0,-2.2,-5,-1
Cc1ccnc(NS(=O)(=O)c2ccc(N3C(=O)C4CCCCC4C3=O)cc2)n1 (stereo unspecified),-0.5,-5,-5,1,1,8.2,-1,0.7,1.6,0,-7
CCCn1c(=O)c(C(=O)NCCc2ccc(OC)cc2)c(O)c2ccccc21,1.0,2,6,-24,1,.,-4,4.5,.,-6,7
Oc1c(/C=N/Nc2cccc3cccnc23)ccc2ccccc12,-0.3,-9,-15,0,4,6.3,-12,-0.4,1.2,30,14
CN(CC(=O)Nc1ccc(Cl)c(C(F)(F)F)c1)C(=O)CC1Sc2ccccc2NC1=O (stereo unspecified),0.7,-11,12,-1,4,2.1,-3,0.7,1.6,0,14
CN(C)CCN(C(=O)/C=C/c1cccs1)c1nc2ccc(F)cc2s1,-1.4,0,1,-3,3,1.0,6,1.3,-1.2,-16,0
CCCCNCCS(=O)(=O)NCc1ccc(OC)cc1,0.2,2,5,1,4,.,-16,8.8,.,.,1
COc1ccc(OC)c(-c2csc(NC(=O)Cc3ccccc3OC)n2)c1,-0.1,-13,-7,-6,-4,1.6,-10,1.3,-2.6,13,3
N#C/C(=C\c1cn(CCOc2ccccc2)c2ccccc12)C(=O)NCc1cccs1,0.9,5,-2,-3,-4,3.9,15,0.9,3.1,96,-9
O=C1CC(NS(=O)(=O)c2cc(F)ccc2F)CN1c1ccc2c(c1)OCCO2 (stereo unspecified),-0.4,-12,-5,0,7,2.8,4,3.5,3.1,5,2
O=C(c1ccc(Cl)cc1)N1CCOc2ccccc21,2.0,-5,8,-5,9,.,-34,-2.9,.,59,-2
CS(=O)(=O)N(Cc1ccccc1Cl)c1ccc(C(=O)N2CCCC2)cc1,0.8,-8,-10,0,0,0.7,1,1.3,-1.0,-5,-7
COCCn1c(=NC(=O)c2sc3ccccc3c2Cl)sc2cc(S(N)(=O)=O)ccc21,0.4,-2,-9,0,-3,-1.6,8,5.1,-1.1,-11,-3
Cc1ccc(-c2csc(NC(=O)CCNC(=O)c3ccc(Cl)cc3)n2)cc1,-0.8,-8,2,-3,4,-3.3,-9,2.7,-1.8,15,6
Cc1ccc(-c2noc(CCC(=O)Nc3cccc(C#N)c3)n2)cc1,1.0,-4,-1,-4,4,3.7,8,2.0,1.5,-8,-3

# Some of these compounds in order of count of non-hydrogen atoms, highest first.
SMILES,CDK5 inh,PKA-R1A activ,PKA-R2B act,DAGLB inh,HTR5A ag ctr,AddAB inh,HTR5A inv ag,phage Ecoli inh,Ecoli viability,SUMO Mot1 rescue,Tat export inh
N#C/C(=C\c1cn(CCOc2ccccc2)c2ccccc12)C(=O)NCc1cccs1,0.9,5,-2,-3,-4,3.9,15,0.9,3.1,96,-9
COCCn1c(=NC(=O)c2sc3ccccc3c2Cl)sc2cc(S(N)(=O)=O)ccc21,0.4,-2,-9,0,-3,-1.6,8,5.1,-1.1,-11,-3
O=C1CC(NS(=O)(=O)c2cc(F)ccc2F)CN1c1ccc2c(c1)OCCO2 (stereo unspecified),-0.4,-12,-5,0,7,2.8,4,3.5,3.1,5,2
COc1ccc(OC)c(-c2csc(NC(=O)Cc3ccccc3OC)n2)c1,-0.1,-13,-7,-6,-4,1.6,-10,1.3,-2.6,13,3
CS(=O)(=O)N(Cc1ccccc1Cl)c1ccc(C(=O)N2CCCC2)cc1,0.8,-8,-10,0,0,0.7,1,1.3,-1.0,-5,-7
CN(C)CCN(C(=O)/C=C/c1cccs1)c1nc2ccc(F)cc2s1,-1.4,0,1,-3,3,1.0,6,1.3,-1.2,-16,0
Oc1c(/C=N/Nc2cccc3cccnc23)ccc2ccccc12,-0.3,-9,-15,0,4,6.3,-12,-0.4,1.2,30,14
CCCCNCCS(=O)(=O)NCc1ccc(OC)cc1,0.2,2,5,1,4,.,-16,8.8,.,.,1
O=C(c1ccc(Cl)cc1)N1CCOc2ccccc21,2.0,-5,8,-5,9,.,-34,-2.9,.,59,-2
